# Bioassay records from PubChem BioAssay.
# LYPLA2 counter – LYPLA2 inhibitors, primary screen, counter-screen for PME1 inhibitor project, biochemical, fluorescence polarization, FP-Rh probe ABPP; 320,000 compounds, 0.38% hits; Acyl-protein thioesterase 2 (Homo sapiens), O95372; recombinant LYPLA2; inhibition, % at 5.9 µM; AID 2177, 2009;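 active means inhibition above the screen-wide mean plus 3 SD, limit set per campaign, cut at about 26% in these data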;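 further: 0% = LYPLA2 with DMSO and 100% = wells lacking LYPLA2 enzyme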
# Target sequence (O95372 whole entry, looked up): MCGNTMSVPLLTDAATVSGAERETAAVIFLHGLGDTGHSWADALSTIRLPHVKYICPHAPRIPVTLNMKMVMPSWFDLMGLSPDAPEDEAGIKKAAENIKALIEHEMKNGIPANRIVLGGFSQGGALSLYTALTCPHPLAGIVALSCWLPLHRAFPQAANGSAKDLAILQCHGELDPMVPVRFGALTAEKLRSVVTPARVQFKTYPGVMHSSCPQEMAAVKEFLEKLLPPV
# PP5 primary – PP5 phosphatase inhibitors, primary screen, biochemical, fluorescence; inhibition, % at 6.7 µM; purified PP5c, OMFP substrate fluorescence; Serine/threonine-protein phosphatase 5 (Homo sapiens), P53041; AID 1987, 2009; 320,000 compounds, 0.18% hits;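 active means inhibition above the campaign's mean inhibition across all tested compounds plus 3 SD, cut at about 9.5% in these data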;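 further: 0% = DMSO only and 100% = 100 µM cantharidin control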
# Target sequence (P53041 whole entry, looked up): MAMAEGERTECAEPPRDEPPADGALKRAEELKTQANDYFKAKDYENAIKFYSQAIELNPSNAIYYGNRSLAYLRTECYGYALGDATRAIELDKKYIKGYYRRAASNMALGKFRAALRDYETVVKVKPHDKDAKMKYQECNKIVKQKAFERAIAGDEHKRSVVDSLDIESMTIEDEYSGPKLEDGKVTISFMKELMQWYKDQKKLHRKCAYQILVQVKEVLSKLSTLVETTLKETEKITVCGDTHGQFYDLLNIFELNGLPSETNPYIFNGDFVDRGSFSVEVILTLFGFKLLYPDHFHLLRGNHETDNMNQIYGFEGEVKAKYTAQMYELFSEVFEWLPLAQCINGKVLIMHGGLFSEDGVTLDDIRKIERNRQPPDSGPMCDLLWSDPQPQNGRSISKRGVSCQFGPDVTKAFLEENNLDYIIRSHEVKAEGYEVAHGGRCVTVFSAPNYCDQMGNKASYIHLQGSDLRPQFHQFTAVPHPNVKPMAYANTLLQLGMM
# Fh CTSL1 inh – Fasciola hepatica cathepsin L1 inhibitors, primary screen, counter-screen for PFM18AAP inhibitor project, biochemical, QFRET, fluorogenic peptide substrate; AID 1906, 2009; inhibition, % at 5.96 µM; recombinant F. hepatica cathepsin L1, Z-Leu-Arg-MCA fluorescence; 300,000 compounds, 0.49% hits;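 active means inhibition above the mean of all tested compounds plus 3 SD, set per screening campaign, cut at about 17% in these data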;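 further: 0% = plate median of test compound wells and 100% = 1 µM Z-Phe-Ala-diazomethylketone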
# HCV core dimer – inhibitors of HCV core protein dimerization, primary screen, biochemical, TR-FRET, high-throughput; TR-FRET GST/Flag-core106 dimerization, 1536-well; inhibition, % at 5 µM; 300,000 compounds, 0.33% hits; AID 1899, 2009;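 active means inhibition above the mean of all tested compounds plus 3 SD, set per screening campaign, cut at about 45% in these data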
#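 Assay system: tagged HCV core106 pair (GST and Flag); medium: KF-containing HEPES buffer, pH 7.45, DTT, CHAPS, BSA; also added: Eu donor and XL665 acceptor anti-tag antibodies; dosing: 5 µM single dose; timing: compound-protein-antibody incubation 4 h at 22.5 °C; signal: TR-FRET 671 and 617 nm emission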
# TPT1 inh – Candida albicans TPT1 enzyme inhibitors, primary screen, biochemical, fluorescence polarization. tRNA 2'-phosphotransferase TPT1 (Candida albicans SC5314). 300,000 compounds, 0.81% hits. recombinant caTPT1, FP RNA substrate dephosphorylation. inhibition, % at 5 µM;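 active means inhibition above the mean of all tested compounds plus 3 SD, set per screening campaign, cut at about 24% in these data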;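 further: plate controls were DMSO alone for no effect and ferristatin control at 100 nM for full effect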
# PP1 inh – PP1-alpha phosphatase inhibitors, primary screen, counter-screen for PP5 inhibitor project, biochemical, fluorescence, OMFP substrate, single point; Serine/threonine-protein phosphatase PP1-alpha catalytic subunit (Homo sapiens), P62136; purified PP1alpha; inhibition, % at 6.7 µM; 320,000 compounds, 0.9% hits;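 active means inhibition above the mean inhibition of all tested compounds plus 3 SD, computed separately for each screening campaign, cut at about 15% in these data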
# Target sequence (P62136 whole entry, looked up): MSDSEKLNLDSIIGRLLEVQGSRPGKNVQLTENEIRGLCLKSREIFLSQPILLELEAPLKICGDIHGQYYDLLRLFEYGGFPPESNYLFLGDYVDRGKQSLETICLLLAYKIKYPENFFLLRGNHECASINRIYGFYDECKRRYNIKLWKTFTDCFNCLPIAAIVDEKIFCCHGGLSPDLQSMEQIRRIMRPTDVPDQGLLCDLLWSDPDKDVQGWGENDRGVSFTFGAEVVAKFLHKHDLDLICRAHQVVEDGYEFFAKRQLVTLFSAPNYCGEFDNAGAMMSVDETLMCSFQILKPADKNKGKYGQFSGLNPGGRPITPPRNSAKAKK
# JMJD2C inh – inhibitors of GASC-1 histone demethylase, primary screen, biochemical, fluorescence, DELFIA europium; Lysine-specific demethylase 4C (Homo sapiens), Q9H3R0; 330,000 compounds, 0.069% hits; AID 2099, 2009; GST-JMJD2C(1-420) H3K9me3 demethylation; inhibition, % at 2.35 µM;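 active means more than half of a compound's replicate wells show inhibition beyond 50%, single wells judged on their own value; inconclusive means some, but no more than half, of replicates pass 50% inhibition; inactive means no replicate passes 50% inhibition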;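 further: signal counts dimethyl H3K9 product captured on neutravidin plate; 0% = median of DMSO wells and 100% = 0.3 times that DMSO median; strong numbers were not always called active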
# Efflux pump inh – inhibitors of Candida efflux pumps in yeast, primary screen, S. cerevisiae, Nile Red, multiplex; 330,000 compounds, 0.44% hits; S. cerevisiae Candida pump triplex; AID 485275, 2010; inhibition, % at 10 µM;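 active means plate passing quality check with inhibition over a set limit, or well fluorescence over plate mean plus 4 SD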;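 further: Nile Red retained in pooled yeast measured as flow cytometry median fluorescence; 0% = buffer negative control and 100% = Enniatin B positive control; higher means more Nile Red kept so more efflux inhibition; some compounds called inactive have numbers as strong as hits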
# PREPL inhibitor – PREPL enzyme inhibitors, primary screen, biochemical, fluorescence polarization; Prolyl endopeptidase-like (Homo sapiens), Q4J6C6; recombinant PREPL, fluorescence polarization activity-based probe; inhibition, % at 5.96 µM; 320,000 compounds, 0.68% hits; AID 2751, 2010; in the data active means inhibition above about 43%;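 further: 0% = enzyme with DMSO and 100% = wells lacking enzyme; many of its hits are not listed in these tables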
# An asterisk follows results filed as active; ? = inconclusive; · = no result given. Not all compounds are listed; the hit share may differ from the screen's.
1) Cc1ccc(C)c(N=C2CCCN2Cc2ccccc2)c1C#N
2) CCN(CC(=O)Nc1ccc(NC(C)=O)cc1)C(=O)c1cccc(-n2cccc2)c1
3) CCOc1ccc(OCCC(=O)NNC(=O)c2ccccc2Cl)cc1
4) O=C(CN1C(=O)C2CC=CCC2C1=O)Nc1ccc(OC(F)(F)F)cc1 (stereo not given)
5) CC(OC(=O)c1cccs1)C(=O)NCC1CCCO1 (stereo not given)
6) O=c1nc(N/N=C/c2c[nH]c3ccccc23)cn[nH]1
7) O=C(N1CCCCC1)N1CCN(C(=O)N2CCCCC2)CC1
8) CC(=O)Nc1ccc(C(=O)Nc2cc(C)on2)cc1
assay / compound	1	2	3	4	5	6	7	8
LYPLA2 counter	5	1	3	6	8	6	-5	8
PP5 primary	0.1	1.5	-0.7	-0.3	2.9	-0.4	2.2	0.6
Fh CTSL1 inh	1	-5	-5	·	-3	0	0	1
HCV core dimer	7	0	-8	·	4	-6	-1	1
TPT1 inh	3	-2	-6	·	6	-2	3	-1
PP1 inh	-3	-4	-2	-3	-4	0	-6	-1
JMJD2C inh	8	-1	-2	·	4	4	-1	15
Efflux pump inh	0.0	-0.1	-0.1	-0.1	0.2	0.0	-0.1	0.5
PREPL inhibitor	4	-6	7	4	3	-70	5	-3

# Along the list, quoted from above:
# JMJD2C inh for nos. 1–8 → 8, -1, -2, ·, 4, 4, -1, 15

# (listing goes on)
9) CCn1c(C)nc2cc(C(=O)N=Nc3c(O)[nH]c4ccccc34)ccc21
10) COC(=O)c1sc(N)c(C(=O)OC)c1Cn1ncc(Cl)c(Cl)c1=O
11) CN(Cc1ccccc1)C(=O)CN(c1ccc(F)cc1)S(=O)(=O)c1ccc2c(c1)OCCO2
12) COc1ccc(C(=O)O)cc1Nc1cc(C)nc2ncnn12
13) Cc1n[nH]c(C)c1S(=O)(=O)N1CCN(S(=O)(=O)c2ccccc2C#N)CC1
14) CC(=O)N(C)c1ccc(NC(=S)NC(=O)/C=C/c2ccco2)cc1
15) COCCCn1c(SCCc2ccccc2)nc2cc(OC)c(OC)cc2c1=N
16) Cc1ccc(N2CN(S(=O)(=O)c3cccc([N+](=O)[O-])c3)c3nc4ccccc4nc32)cc1
assay / compound	9	10	11	12	13	14	15	16
LYPLA2 counter	2	4	0	-2	1	8	-17	5
PP5 primary	1.1	3.2	4.0	0.3	-0.5	-2.8	3.0	-0.6
Fh CTSL1 inh	3	2	2	1	·	3	5	4
HCV core dimer	2	8	6	-1	·	0	-4	-10
TPT1 inh	1	-1	-4	1	·	-2	-4	-3
PP1 inh	-2	-1	9	1	-1	-2	4	1
JMJD2C inh	-28	13	-8	9	·	0	-16	3
Efflux pump inh	0.3	0.1	0.9	-0.2	-0.1	0.6*	0.4	-3.7
PREPL inhibitor	21	3	-10	4	3	5	46*	-3

17) Cc1ccccc1CN1CCN(C2CCC2)CC1CCO (stereo not given)
18) CNS(=O)(=O)c1ccc(NC(=S)Nc2ccc3c(c2)OCO3)cc1
19) CCCCNC(=O)CCn1c(=O)c2ccccc2n(CC(=O)Nc2ccccc2OCC)c1=O
20) CC(=O)C1=C(O)C(=O)N(c2ccc(S(N)(=O)=O)cc2)C1c1cccc([N+](=O)[O-])c1 (stereo not given)
21) Cn1nc(C(F)(F)F)c2cc(C(=O)O)sc21
22) COc1ccc(Cl)cc1S(=O)(=O)N1CCCC(C(=O)N2CCOCC2)C1 (stereo not given)
23) Cc1cc(C(=O)NCC(=O)OCC(=O)N(C)C2CCCCC2)ccc1[N+](=O)[O-]
24) Cc1ccc(S(=O)(=O)NC(C)(C)CSc2nncn2N)cc1
assay / compound	17	18	19	20	21	22	23	24
LYPLA2 counter	3	1	2	1	5	-4	0	-4
PP5 primary	-0.4	2.2	5.5	-1.1	-0.1	4.2	1.4	3.1
Fh CTSL1 inh	0	-5	0	4	-4	0	-16	0
HCV core dimer	-3	3	-1	0	-4	5	7	1
TPT1 inh	0	1	2	-2	-6	-3	-2	22
PP1 inh	2	0	-1	-1	-4	-7	-9	1
JMJD2C inh	6	-2	8	-9	14	2	3	4
Efflux pump inh	0.0	0.1	0.3	-0.1	-0.1	3.8	0.0	0.0
PREPL inhibitor	-1	9	-1	1	-4	14	0	7

25) CCN(CC)c1ccc([N+](=O)[O-])cc1/C=N/NC(=O)CC#N
26) CC1=NN(c2ccccc2)C(=O)C1C=Nc1ccccc1O (stereo not given)
27) Cc1onc(-c2ccccc2)c1-c1n[nH]c(=S)n1-c1ccc(C(=O)O)cc1
28) NCCS(=O)(=O)NC1CCCCC1
29) CC1(C)CC(=O)C2=C(C1)Nc1ccccc1NC2c1ccccc1F (stereo not given)
30) CS(=O)(=O)Oc1ccc(/C=N/NC(=O)c2ccncc2)cc1
31) CC(=O)c1ccc(N/N=C(/C(N)=O)C2=NC(C)(C)Cc3ccccc32)cc1
32) Cc1[nH]c2ccccc2c1SCC(=O)N1CCCCCC1
assay / compound	25	26	27	28	29	30	31	32
LYPLA2 counter	0	2	7	5	-8	3	5	-5
PP5 primary	2.5	-0.8	0.2	2.9	3.4	4.0	3.9	-0.3
Fh CTSL1 inh	-1	-1	-3	-1	1	1	7	0
HCV core dimer	3	-2	-6	-9	6	-7	-19	-5
TPT1 inh	1	1	3	2	1	-3	-5	1
PP1 inh	3	4	0	-4	-1	1	-2	-6
JMJD2C inh	0	50	1	-9	9	-2	4	-3
Efflux pump inh	-0.3	0.0	-0.1	-0.2	-0.1	-0.2	0.0	-0.1
PREPL inhibitor	13	13	-17	16	-2	-6	12	10

# Three compounds from above, sorted by formula weight, falling:
29) CC1(C)CC(=O)C2=C(C1)Nc1ccccc1NC2c1ccccc1F (stereo not given)
32) Cc1[nH]c2ccccc2c1SCC(=O)N1CCCCCC1
28) NCCS(=O)(=O)NC1CCCCC1
assay / compound	29	32	28
LYPLA2 counter	-8	-5	5
PP5 primary	3.4	-0.3	2.9
Fh CTSL1 inh	1	0	-1
HCV core dimer	6	-5	-9
TPT1 inh	1	1	2
PP1 inh	-1	-6	-4
JMJD2C inh	9	-3	-9
Efflux pump inh	-0.1	-0.1	-0.2
PREPL inhibitor	-2	10	16

# (more compounds)
33) COc1ccccc1CNC(=O)N1CCN(S(=O)(=O)c2ccc(Cl)cc2)CC1
34) Cc1ccc(S(=O)(=O)CCC(=O)N(Cc2nnc(-c3ccc(Cl)cc3)o2)C2CC2)cc1
35) O=C(COc1ccccc1)n1nc(-c2ccc(Cl)cc2)nc1NCc1ccco1
36) CCOC(=O)c1ccc2c(c1)nc(SCC(=O)N1CCOCC1)n2CC
37) O=C(Nc1ccncc1)c1c(F)c(F)c(F)c(F)c1F
38) CCn1cc(C(=O)NCCCN(CC(C)C)CC(C)C)c(=O)c2cc(S(=O)(=O)N3CCOCC3)ccc21
39) CN(C)C=NC(=O)/C(C#N)=C1\CCc2ccccc2N1
40) O=C(NCCNC(=O)c1cc(OCC(F)(F)F)ccc1OCC(F)(F)F)Nc1ccccc1
assay / compound	33	34	35	36	37	38	39	40
LYPLA2 counter	1	1	-6	2	2	2	5	13
PP5 primary	-0.1	2.3	2.6	-0.1	4.3	2.3	-1.3	1.0
Fh CTSL1 inh	0	·	0	2	-3	0	6	4
HCV core dimer	1	·	-10	1	-11	-15	-5	5
TPT1 inh	-5	·	1	0	-3	2	4	0
PP1 inh	-1	1	0	-2	0	-4	1	0
JMJD2C inh	6	-5	0	4	-6	-17	-14	5
Efflux pump inh	0.0	-0.1	0.4	0.0	0.4	0.2	-0.1	-0.1
PREPL inhibitor	11	-23	9	11	-1	10	-8	2

41) Cc1cc(C)c(S(=O)(=O)c2ccccc2)c(OC(=O)c2c(Cl)cccc2Cl)n1
42) CCOc1ccc2nc(SCC(=O)c3ccc(O)cc3O)sc2c1
43) O=C(NC1CCCC1)C(c1ccccn1)N(C(=O)c1csnn1)c1ccc(F)cc1 (stereo not given)
44) O=S1(=O)CCOC[C@H](CC2CCCCC2)N1Cc1cccc(Cl)c1
45) Cc1cc(C)c(C#N)c(Oc2ccc(F)cc2)n1
46) COCCn1c(SCC(=O)NCc2ccco2)nnc1C(C)C
47) CC1CCc2c(sc3nc(CN4CCOCC4)nc(NS(=O)(=O)c4cccc([N+](=O)[O-])c4)c23)C1 (stereo not given)
48) COC(=O)c1ccc(Sc2ccccn2)c([N+](=O)[O-])c1
assay / compound	41	42	43	44	45	46	47	48
LYPLA2 counter	-1	-11	4	-3	-4	-5	4	-2
PP5 primary	0.6	-5.9	1.6	0.5	4.0	3.8	0.0	1.7
Fh CTSL1 inh	-3	2	-3	7	-2	0	5	-1
HCV core dimer	6	2	-1	-7	-5	4	23	-2
TPT1 inh	-1	1	-1	-5	-1	0	1	0
PP1 inh	0	3	-2	2	-2	0	1	0
JMJD2C inh	-5	-5	-11	-1	3	·	1	-34
Efflux pump inh	0.0	0.8	0.0	0.1	0.1	-0.1	-0.1	0.1
PREPL inhibitor	-1	-3	3	15	12	11	4	1

49) CCc1nc(C)cn1S(=O)(=O)c1cc(C)c(OC)cc1C
50) Cc1cc2ncn(CCCCOc3ccccc3)c2cc1C
51) Cc1onc(C(=O)N2CCOCC2)c1[N+](=O)[O-]
52) O=[N+]([O-])c1ccc(S(=O)(=O)N(CC(O)CN2CCCCC2)c2ccccc2)cc1 (stereo not given)
53) O=C(Cc1c[nH]c2ccccc12)Nc1nccs1
54) Cc1ccc(CCN2CC(C(=O)NC3CCCC3)CC2=O)cc1 (stereo not given)
55) COc1ccc(CN(CCC(c2ccccc2)C2CCOC(C)(C)C2)C(C)=O)cc1 (stereo not given)
56) Cc1cccc(NC(=O)Nc2cccc3ccccc23)c1
57) Cc1oc2cc(O)ccc2c(=O)c1-c1ccccc1
58) O=C(N/N=C/c1ccccn1)c1cc(-c2ccc3ccccc3c2)n[nH]1
assay / compound	49	50	51	52	53	54	55	56	57	58
LYPLA2 counter	3	10	2	-4	4	-3	6	9	5	-47
PP5 primary	1.6	1.1	0.2	-0.1	4.4	-3.7	1.8	0.3	-1.4	4.0
Fh CTSL1 inh	-2	-2	-2	0	-2	-2	7	2	3	0
HCV core dimer	8	-2	-12	6	-9	-2	-3	1	6	6
TPT1 inh	-3	-1	-3	-1	-5	4	-2	-5	1	0
PP1 inh	-4	3	3	-3	4	-3	1	2	-1	28*
JMJD2C inh	-5	-5	-18	2	10	1	0	2	?	-9
Efflux pump inh	-0.2	-0.1	0.0	0.0	0.0	0.1	0.1	0.0	-0.3	-0.5
PREPL inhibitor	-4	-9	5	4	-1	-2	7	0	4	18
